Bioassay records deposited in PubChem by Sanford-Burnham Center for Chemical Genomics.
ER stress death: ER stress cell death inhibition | CSM14.1 thapsigargin ER stress survival, ATP luminescence | relative survival (cellular ATP), % at 15 µg/mL (by protocol) | 48,000 compounds, 0.33% hits;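 active = survival measured by cellular ATP above 50% at 15 µg/ml in the first screen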;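 note: cell death triggered by about 15 µM thapsigargin; ATP read 24 h after thapsigargin was added; plate controls were thapsigargin with DMSO for no effect and DMSO without thapsigargin for full effect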
* marks the source's active call; other numbers are inactive results. This is a subset. The share of hits here may be higher or lower than overall.

SMILES	ER stress death
O=C(Cc1ccc(Cl)cc1)NCc1ccccn1	2
CCOC(=O)CCN1C(=O)/C(=C\c2cc(OC)c(OC)c(OC)c2)SC1=S	4
CN1C(=O)C(=Cc2cn(CC(=O)Nc3ccccc3)c3ccccc23)C(=O)N(C)C1=O	0
NC(=O)c1ccc(NC(=O)c2cc3ccccc3o2)cc1	1
Cc1cc2nc(-c3cccc(NC(=O)c4ccc(Br)o4)c3)oc2cc1C	2
Cc1ccccc1C(=O)Nc1ccccc1C(=O)Nc1ccc(C(=O)O)cc1	6
Cc1cc(-n2cc(Br)c(=O)[nH]c2=O)nc(-c2ccccc2)n1	-4
COc1cc(OC)cc(C(=O)NC2CCCCCCC2)c1	3
CC(C)Nc1nc(-c2ccc(Cl)cc2Cl)nc2ccccc12	1
Cc1cccc(OCC(O)CN2C(=O)NC(C)(C)C2=O)c1 (configuration not stated)	0
COc1ccc(NC(=O)C2CC(C)=C(C)CC2C(=O)O)cc1 (configuration not stated)	-1
CCC(Oc1ccccc1)C(=O)Nc1cc(Cl)ccc1C (configuration not stated)	-1
COc1cccc(C(=O)NNC(=O)c2cc([N+](=O)[O-])cc([N+](=O)[O-])c2)c1	2
CC(C)c1ccc(NC(=O)CCN2C(=O)c3ccccc3C2=O)cc1	12
CC(=O)Nc1ccc(-n2c(C)cc(/C=C3\C(=O)NC(=O)N(c4ccc(C)cc4)C3=O)c2C)cc1	8
CCC(=O)N1CCN(c2ccc([N+](=O)[O-])cc2F)CC1	2
CC1(C)CC(NC(=O)/C=C/C(=O)O)CC(C)(C)N1	9
O=C(O)c1ccc(-c2n[nH]c(=O)c3ccccc23)cc1	-1
O=C1/C(=C\c2cc([N+](=O)[O-])c(Cl)cc2Cl)Sc2ccccc21	14
COc1ccccc1N1C(=O)c2cccc3c(N4CCOCC4)ccc(c23)C1=O	-3
CCOc1ccccc1N1CCN(S(=O)(=O)c2ccc(OC)cc2)CC1	6
COc1ccc2ccccc2c1C1NC(=S)NC(C)=C1C(=O)Nc1cc(Cl)ccc1C (configuration not stated)	-2
O=Cc1ccc(-c2ccc(Cl)c(C(=O)O)c2)o1	9
CCOc1ccc(C(=O)Nc2ccc(C(=O)OC)cc2)cc1[N+](=O)[O-]	0
CCN(CC)CCCOc1c(Cl)cccc1Cl	-8
CN1C(=O)/C(=C\c2ccccc2OCCOc2ccc(C(C)(C)C)cc2)SC1=S	1
C=CCn1cnnc1C(CCC(C)C)CC(C)(C)O (configuration not stated)	5
COc1ccc(Cl)cc1N(CC(=O)Nc1cc(C)ccc1C)S(=O)(=O)c1ccc(C)cc1	8
O=C(c1ccc2c(c1)OCO2)N1CCOCC1	3
COCCNC(=O)CN(c1ccc(C)c(Cl)c1)S(C)(=O)=O	1
CC(=O)c1c(-c2ccccc2)c2cc([N+](=O)[O-])ccc2n1C	1
COc1ccc(NC(=O)COc2ccc3ccccc3c2)cc1Cl	-4
CC(=O)Nc1ccc(C(=O)n2nc(C)cc2C)cc1	3
Cc1[nH]n(-c2ccccc2)c(=O)c1C(=O)c1cccc(F)c1	4
C=CCNC(=O)CN(c1ccccc1CC)S(C)(=O)=O	5
O=C(O)CCC(NC(=O)c1cncc(Br)c1)C(=O)O (configuration not stated)	13
C=CCN1C(=O)/C(=C\c2ccc(OC)c(OC)c2OC)C(=O)NC1=S	6
Fc1ccccc1Cn1nnc(-c2ccccc2Cl)n1	3
COc1ccc(-c2c(C)n([O-])c3c([n+]2=O)CCC3)cc1	0
CCN(CC)c1ccc(/C=N\NC(=O)c2cccc3cc[nH]c23)cc1	-5
COc1ccccc1CNC(=O)Cc1ccccc1[N+](=O)[O-]	5
Cc1cc(C)c(COCc2c(C)cc(C)c(C=O)c2C)c(C)c1C=O	10
CCOC(=O)c1csc(NC(=O)c2ccc(-c3ccccc3)cc2)n1	8
COc1ccc(-c2cc(C(F)(F)F)n3nc(C(N)=O)cc3n2)cc1	-4
COc1ccc(C(=O)N2CCN(C(=O)c3ccccc3OC)CC2)cc1OC	2
CCC(C)c1ccc(NC(=O)c2c(-c3c(Cl)cccc3Cl)noc2C)cc1 (configuration not stated)	11
O=C(c1ccc(F)cc1)N1CCN(C2CCN(Cc3ccccc3)CC2)CC1	-4
Cc1ccc2nsnc2c1NC(=O)c1ccc([N+](=O)[O-])cc1	10
CC(C)CC(=O)NS(=O)(=O)c1ccc(N)cc1	-2
COCCCNC(=O)COc1ccc(Cl)cc1C	1

Next compounds
SMILES	ER stress death
O=C(COc1ccc([N+](=O)[O-])cc1)Nc1ccc(-c2nc3ccccc3s2)c(O)c1	10
COc1ccc(CSc2nc3ccccc3n2C)cc1F	6
CN(C)c1ccc(NC(=O)c2ccc(I)cc2)cc1	-1
O=C(/C=C/c1ccc2c(c1)OCCO2)c1c(-c2ccccc2)c2cc(Br)ccc2[nH]c1=O	-9
O=C(O)c1c2c(nc3ccccc13)CCCCCC2	2
O=c1cc(-c2ccccc2)nc(NO)[nH]1	0
CCc1ccc(N/C(=N/c2nc(C)cc(C)n2)NC(C)=O)cc1	3
CCCCOCC(O)CCc1n[nH]c(=S)n1-c1ccccc1 (configuration not stated)	2
O=C1NC(=S)S/C1=C/c1ccncc1	13
O=C(CN1C(=O)c2ccc([N+](=O)[O-])cc2C1=O)Nc1cc(Cl)ccc1C(=O)O	2
C/C(=N\N1CCN(Cc2cccc3ccccc23)CC1)c1ccncc1	0
Cc1ccnc(NS(=O)(=O)c2ccc(NC(=O)/C=C/c3ccc(C(C)C)cc3)cc2)n1	-8
O=C(NCc1ccccn1)c1ccc(I)cc1	6
Cc1nc2cc(N3C(=O)c4ccccc4C3=O)ccc2s1	-3
C#CC(C)(C)NC(=O)/C=C/c1ccccc1Cl	6
Cc1sc(NC(=O)c2ccc(Cl)cc2)c(C(=O)OC(C)C)c1C	-3
O=C(CN(c1ccc(F)cc1)S(=O)(=O)c1ccccc1)N1CCCC1	6
CC(=O)Nc1ccc(NC(=O)CN(c2ccc(C)cc2)S(C)(=O)=O)cc1	5
CCOc1ccc(S(=O)(=O)NNc2ccccc2)cc1	2
Cc1cccc(-c2cc(NC(=O)c3ccc(F)cc3)n[nH]2)c1	-1
O=C(N/N=C/c1cccc(Cl)c1)C(O)(c1ccccc1)c1ccccc1	-6
CCCCNC(=S)Nc1ccc(Cl)cc1Cl	0
Cc1cc2c(cc1C)CN(c1cccc(C(=O)N/N=C/c3ccc(O)c(O)c3)c1)C2	-2
COc1ccc(CCNC(=O)CN(Cc2ccccc2)S(=O)(=O)c2ccc(OC)c(OC)c2)cc1	3
Cc1cc(C(=O)Nc2ccc(I)cc2C(=O)O)ccc1[N+](=O)[O-]	0
O=S(=O)(c1cccc2nsnc12)N1CCN(C(c2ccccc2)c2ccccc2)CC1	-3
CCOc1ccc2nc(SCC(=O)Nc3cccc(C)c3)sc2c1	0
C(=N\Nc1nc(N2CCOCC2)nc(N2CCOCC2)n1)/c1ccc2c(c1)OCO2	7
CCOC(=O)c1c(-c2ccccc2)oc2ccc(OCC(=O)OCc3ccccc3)cc12	-1
COc1ccccc1CC1CC(=O)N(c2ccc([N+](=O)[O-])cc2)C1=O (configuration not stated)	1
O=C(Oc1ccc(-n2cnnn2)cc1)N1CCOCC1	2
CC(C)(C)NCCCCOc1c(Cl)cccc1Cl	-4
Cc1ccc(OCC(=O)Nc2cccc(-c3nc4ncccc4o3)c2)cc1C	2
COc1ccc(Br)cc1/C=N\n1c(C)nnc1C	4
C=CCSc1[nH]c(=O)c(C(=O)OCC)cc1C#N	-2
COc1ccc(/C=C/C(=O)c2cccc([N+](=O)[O-])c2)c(OC)c1	0
COc1ccc(OC)c(NC(=S)NC(NC(=O)c2cc(OC)c(OC)c(OC)c2)C(Cl)(Cl)Cl)c1 (configuration not stated)	8
CC(C)c1ccc(C2/C(=C(\O)c3ccccc3)C(=O)C(=O)N2Cc2cccnc2)cc1 (configuration not stated)	4
O=[N+]([O-])c1ccc(N2CCNCC2)cc1Sc1cccc2cccnc12	-3
N/C(Cc1ccc(Cl)cc1)=N\OC(=O)CCc1ccccc1	-1
COC(=O)CNc1cccc(C(=O)O)c1	4
COC(=O)c1ccccc1NS(=O)(=O)c1c(C)cc(C)cc1C	0
CCCCCc1ccc(/C(C)=N/Nc2nc(C)cc(=O)[nH]2)cc1	1
O=C(O)Cn1cc(/C=N\Nc2ccc([N+](=O)[O-])cn2)c2ccccc21	1
CSc1ccc(C=NN2CCN(Cc3ccccc3Cl)CC2)cc1	10
CC1=C(C)CC2C(=O)N(c3ccc(Cl)cc3Cl)C(=O)C2C1 (configuration not stated)	2
COc1ccc(S(=O)(=O)N(CC(=O)Nc2ccccc2OC)Cc2ccccc2)cc1	9
COc1ccc(NC(=O)c2cc(Cl)ccc2OC)c([N+](=O)[O-])c1	12
CC(=O)NC1=NN(C(C)=O)C(C)(c2cccc([N+](=O)[O-])c2)S1 (configuration not stated)	10
O=C1C2C3C=CC(C2C(=O)N1Cc1cccnc1)C1C(=O)N(Cc2cccnc2)C(=O)C31 (configuration not stated)	4

Next section
SMILES	ER stress death
O=C(Nc1ncccn1)c1sc2ccccc2c1Cl	-6
COc1cccc(OCCOc2ccc(/C=N/n3cnnc3)cc2OC)c1	1
Cc1ccc(NC(=O)c2c(NC(=O)c3ccc(C)cc3)sc3c2CCC3)cc1	-4
O=CN1N=C(c2ccccc2)CC1(O)C(F)(F)F (configuration not stated)	0
N/C(=N/OC(=O)c1cccc([N+](=O)[O-])c1)c1nonc1N	0
COc1ccc(-c2csc(NC(C)=O)c2C(=O)O)cc1	8
O=C(Cc1ccccc1)Nc1ccc2oc(-c3ccc(Cl)cc3Cl)nc2c1	-4
CCCCOc1c([N+](=O)[O-])cc([N+](=O)[O-])c2nsnc12	-3
COc1ccc(CNC(=O)/C=C/c2ccccc2)cc1	5
Cc1cc(=O)oc2c(C=Nc3c(C)n(C)n(-c4ccccc4)c3=O)c(O)ccc12	23
CCN(CC)CCN1C(=O)C(O)=C(C(=O)/C=C/c2ccccc2)C1c1cccc([N+](=O)[O-])c1 (configuration not stated)	6
O=S(=O)(Nc1ccc(O)cc1)c1ccc(F)cc1	-17
CCOC(=O)C1=C(O)/C(=C/c2ccc(O)c(OCC)c2)SC1=Nc1ccc([N+](=O)[O-])cc1	2
COc1cc(NC(=O)Cn2nc(C(F)(F)F)c(Br)c2C)c(OC)cc1Cl	3
COc1ccc(-n2c(NN=C(C)C)nc3sc4c(c3c2=O)CC(C)(C)OC4)cc1	20
O=C(COc1ccccc1Cl)NNC(=O)c1ccc(O)cc1O	7
CCOc1cc(C=O)ccc1OCc1c(C)no[n+]1[O-]	5
O=C(c1ccc(Cl)c([N+](=O)[O-])c1)N1CCN(c2ccc([N+](=O)[O-])cc2)CC1	-4
N/C(=N\OC(=O)c1ccc(F)cc1)c1cccnc1	-8
CC(=O)c1ccc(N2C(=O)CC(N3CCOCC3)C2=O)cc1 (configuration not stated)	-5
O=C(Cc1ccc(-c2ccccc2)cc1)NNC(=O)c1ccco1	2
COc1cccc(/C=C2\SC(=O)N(CCC(=O)Nc3ccc(Br)cc3)C2=O)c1	7
O=C1C(Cl)=C(Nc2ccccc2)C(=O)N1c1ccc(Br)cc1	3
COc1ccc(CCNC(=O)C(=O)Nc2ccc(Cl)c(Cl)c2)cc1	12
COc1ccccc1OCC(=O)NC(C)C(=O)O (configuration not stated)	-1
CC1CCN(CCOCCOc2ccccc2Br)CC1	-3
COc1ccc2c(c1C)CCC/C2=N\OC(=O)c1ccc([N+](=O)[O-])cc1	6
O=C1C=C/C(=N\S(=O)(=O)c2cc(Cl)ccc2Cl)C=C1Cl	-1
CCC(=O)Nc1ccc(N2CCOCC2)cc1	3
COc1cc(-c2ccccc2)nc(N)n1	2
Cc1ccc(-n2ncnc2-c2ccccc2Cl)cc1Cl	6
CCN(CC)c1ccc(C(=O)Nc2ccc(F)cc2F)cc1	2
O=C(O)CCCCCN1C(=O)C(O)=C(C(=O)/C=C/c2ccccc2)C1c1ccccc1F (configuration not stated)	-5
Cc1cc(C)cc(NC(=O)C(=O)NCC(C)C)c1	-6
O=c1oc2cc(OCc3c(F)c(F)c(F)c(F)c3F)ccc2cc1-c1ccccn1	5
CC(C)C(=O)NCCNc1ccc([N+](=O)[O-])cc1Cl	0
O=C(NCc1ccco1)C(=O)Nc1ccc(Oc2ccccc2)cc1	10
CC1(C)CC(=O)C(CCC#N)(CCC#N)C(=O)C1	6
O=C1NC(c2ccccc2Cl)Nc2c1sc(=S)n2-c1ccccc1 (configuration not stated)	1
CCOc1cc2c(c([N+](=O)[O-])c1)NC(c1ccccc1F)C1CC=CC21 (configuration not stated)	0
CCOc1ccc(NC(=O)CN(Cc2ccccc2)S(=O)(=O)c2ccc(OC)c(OC)c2)cc1	6
CCCCOc1ccc(C(=O)Nc2cccc(-c3nc4cc(C)ccc4o3)c2C)cc1	1
COCCCN1C(=O)/C(=C\c2ccc(Br)cc2)C(C(=O)OC)=C1C	10
O=C1c2cccc3cccc(c23)C(=O)N1CCC(=O)n1cnc2ccccc21	11
